High-throughput results: PubChem, several laboratories
MBD2 inh – inhibitors of human MBD2 binding to methylated oligonucleotide; Q9UBB5; TR-FRET; inhibition, % at 4.4 µM; 370,000 compounds, 0.31% hits; in the data active = inhibition above about 13%
HTRA1 inhibitor – blocks human HTRA1 serine peptidase; inhibition, % at 5.96 µM; Q92743; 340,000 compounds, 0.5% hits; recombinant HTRA1, FP-rhodamine activity-based probe, fluorescence polarization; in the data active = inhibition above about 36%;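 also: 0% = enzyme with DMSO and 100% = wells lacking enzyme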
SIAE inh – inhibitors of human sialic acid acetylesterase SIAE | Q9HAT2 | SIAE FP-Rh probe binding, fluorescence polarization | inhibition, % at 9.66 µM | 370,000 compounds, 0.69% hits | AID 1053197;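 active = inhibition above a cutoff: mean of compounds within the control limits plus 3 SD of those, cut at about 17% in these data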;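 also: 0% = plate median of compound wells and 100% = probe without SIAE protein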
NPR2 activator – GC-B (human) receptor activation; P20594; HEK293-GC-B cells, CNP EC30, cGMP TR-FRET; 0% at EC30 CNP, 100% saturating CNP; activation, % at 10 µM; 370,000 compounds, 0.11% hits;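 active = activation at 10 µM reaching about 35% in either raw or pattern-adjusted values, limit read from the data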
Target sequence (P20594 whole entry, looked up): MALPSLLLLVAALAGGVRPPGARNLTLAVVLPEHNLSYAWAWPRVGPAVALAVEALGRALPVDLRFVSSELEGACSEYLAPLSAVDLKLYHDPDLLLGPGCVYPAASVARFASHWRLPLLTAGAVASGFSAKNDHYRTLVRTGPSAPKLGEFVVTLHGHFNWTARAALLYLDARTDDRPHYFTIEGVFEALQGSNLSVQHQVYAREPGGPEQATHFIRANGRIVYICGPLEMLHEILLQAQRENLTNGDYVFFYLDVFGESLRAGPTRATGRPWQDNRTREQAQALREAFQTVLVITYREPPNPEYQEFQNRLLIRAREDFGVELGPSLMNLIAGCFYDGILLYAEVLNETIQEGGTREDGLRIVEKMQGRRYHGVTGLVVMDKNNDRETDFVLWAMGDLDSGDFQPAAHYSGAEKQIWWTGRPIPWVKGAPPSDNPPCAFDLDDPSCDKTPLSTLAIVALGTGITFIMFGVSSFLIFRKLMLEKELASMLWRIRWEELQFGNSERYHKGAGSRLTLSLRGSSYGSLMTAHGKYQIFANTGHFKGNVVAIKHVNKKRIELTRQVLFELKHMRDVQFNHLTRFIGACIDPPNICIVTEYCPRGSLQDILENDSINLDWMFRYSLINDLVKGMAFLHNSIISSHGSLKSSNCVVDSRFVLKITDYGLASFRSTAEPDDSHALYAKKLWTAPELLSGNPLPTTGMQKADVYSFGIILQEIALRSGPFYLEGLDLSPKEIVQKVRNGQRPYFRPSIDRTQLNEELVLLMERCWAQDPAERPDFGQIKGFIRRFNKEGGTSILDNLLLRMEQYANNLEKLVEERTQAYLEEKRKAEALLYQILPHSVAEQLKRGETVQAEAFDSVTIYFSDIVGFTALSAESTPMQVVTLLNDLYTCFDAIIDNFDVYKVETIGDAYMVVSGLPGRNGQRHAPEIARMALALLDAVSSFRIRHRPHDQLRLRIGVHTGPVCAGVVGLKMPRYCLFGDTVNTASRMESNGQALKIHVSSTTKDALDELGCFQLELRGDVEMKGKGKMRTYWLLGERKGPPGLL
ABHD4 inh – ABHD4 (mouse) inhibition, primary FP screen; Q8VD66; purified mABHD4, FP-Rh probe fluorescence polarization; inhibition, % at 8.92 µM; 370,000 compounds, 0.54% hits;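 active = inhibition exceeding the mean over every tested compound plus 3 SD, cut at about 30% in these data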;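 also: 0% = plate median of compound wells and 100% = S159A mutant with DMSO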
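Doses – 8.92 µM, single dose · Material – wild-type mouse ABHD4 protein · Replication – single well per compound (singlicate) · Measure – percent inhibition of probe binding, normalized to plate controls · Schedule – 45 min compound pre-incubation plus 60 min probe step, 25 °C · Detection – fluorescence polarization with parallel and perpendicular emission, 525/598 nm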
NPR1 activator – GC-A (human) enzyme activation. P16066. HEK293 GC-A cells, cGMP TR-FRET, EC30 ANP; 0% at EC30 ANP, 100% saturating ANP. activation, % at 10 µM. 370,000 compounds, 0.14% hits. AID 1671463; in the data active = activation above about 40%
PRMT1 FP inh – blocks human protein arginine methyltransferase 1; inhibition, % at 2.79 µM; recombinant PRMT1, activity-based probe fluorescence polarization; 370,000 compounds, 1.3% hits; Q99873;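 active = inhibition above about 21% made by adding two undisclosed values, limit read from the data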
rCAG RNA binder – binds r(CAG) RNA repeats; r(CAG) RNA repeat, TO-PRO-1 dye displacement fluorescence; inhibition, % at 3 µM; 370,000 compounds, 1.3% hits;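 active = inhibition above the plate cutoff, the mean of all test compounds on that plate plus 3 SD, cut at about 35% in these data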;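 also: 0% = DMSO alone and 100% = 100 µM mitoxantrone as full dye displacement; higher means more dye released from RNA so lower well fluorescence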
UHRF1 MBD2 ctr – UHRF1 methyl-DNA binding inhibition | Q96T88 | UHRF1 binding to methylated oligo, TR-FRET | inhibition, % at 4.4 µM | 370,000 compounds, 0.75% hits; in the data active = inhibition above about 21%;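 also: UHRF1 SRA domain binding a hemimethylated CpG hairpin DNA probe; 0% = median of test compound wells and 100% = reference inhibitor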
TCR CD3 inh – human TCR-CD3 binding inhibition | inhibition, % at 9.4 µM | 360,000 compounds, 0.37% hits | AID 651800 | TAMRA-labeled TCR probe fluorescence, biochemical; in the data active = inhibition above about 19%;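 also: recombinant mutant TCR 2C K166C tagged with TAMRA read by polarization; 0% = receptor in buffer alone and 100% = receptor with positive control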
Numbers without * were called inactive; . = not tested or not shown.

SMILES	MBD2 inh	HTRA1 inhibitor	SIAE inh	NPR2 activator	ABHD4 inh	NPR1 activator	PRMT1 FP inh	rCAG RNA binder	UHRF1 MBD2 ctr	TCR CD3 inh
CC(C)c1nc(SCC(=O)c2c[nH]c3ccccc23)n[nH]1	6	4	-4	-4	3	-4	-2	7	0	-1
COc1cccc(-c2nc(CS(=O)(=O)CC(=O)NCCN3CCOCC3)c(C)o2)c1	9	7	9	4	7	-2	4	-7	15	-6
CC1SC(=NC(=O)c2ccco2)NC1=O (stereo not given)	0	0	2	5	7	1	0	2	-3	1
Cc1cccc(C)c1NC(=O)CSc1nnc(-c2ccccc2)n1Cc1ccc2c(c1)OCO2	-4	-4	1	-3	3	2	7	-5	1	-6
CSc1ncccc1C(=O)N1CCC(C)(C(=O)O)C1 (stereo not given)	-5	.	9	-10	1	1	-1	-2	-2	-1
COc1ccc(/C(N)=N/OC(=O)c2ccc(C)c([N+](=O)[O-])c2)cc1	4	-4	1	-8	-7	-2	3	4	-1	2
Cc1cc(C(=O)CN2C(=O)C(=O)N(C3CCCC3)C2=O)c(C)n1CCc1ccccc1	3	-3	-3	6	9	2	1	6	0	0
COc1cc(C=O)ccc1Oc1cnccn1	-1	2	5	5	0	0	2	0	15	3
O=C(COC(=O)c1cc(=O)[nH]c(=O)[nH]1)Nc1cccc(Cl)c1	1	-3	-2	-1	-7	0	-2	1	-1	2
Cc1cccc(C)c1-n1nnnc1C1c2ccccc2C(=O)N1CCc1ccc(O)cc1 (stereo not given)	2	.	5	4	-7	0	5	4	1	-6
CCOC(=O)C1C(=O)NC(C(=O)OCC)(C(=O)OCC)C1CC (stereo not given)	-3	-3	-3	8	1	-1	-2	0	1	5
COc1cccc(COC(=O)CSCC(=O)Nc2ccc(C)cc2)c1OC	4	-12	7	-1	-5	-3	4	2	0	-2
CCOC(=O)C1CCN(C(=O)c2ccc3snnc3c2)CC1	-3	9	0	4	0	-1	3	-1	-2	0
COc1ccc(-n2c(=O)c3ccccc3n(Cc3cccc(C)c3)c2=O)cc1OC	-2	-6	-2	7	2	4	2	-4	1	-6
CCN(CC(=O)NCc1ccc(Cl)cc1)C(=O)c1ccc(C#N)cc1	3	-1	3	1	-4	0	-3	9	11	4
O=C1CCC(=O)N1OCCCOc1ccccc1	-2	-2	-3	4	1	-2	1	-3	2	7
COc1ccc2nc(SCC(=O)NCc3ccc(S(N)(=O)=O)cc3)[nH]c2c1	-2	-1	6	1	-3	1	-3	2	-2	0
N#Cc1c(-c2ccccc2)[nH]c(=O)[nH]c1=O	4	-3	1	3	1	4	1	0	1	-3
Cc1ccc(-c2csc3ncnc(NCCC(=O)O)c23)cc1C	-2	6	0	1	3	2	-1	7	0	-3
CCn1cc(Br)c(C(=O)Nc2ccc(OC)cc2)n1	4	6	-1	-2	1	5	-4	-3	-5	3
Cc1ccccc1CSc1nnc2ccc(-c3ccncc3)nn12	0	0	-1	-1	-3	-1	0	15	0	-1
FC(F)(F)c1ccc(NCCc2ccccc2)nc1	10	2	-10	0	-12	5	19	-6	1	0
CCOC(=O)c1c(C)n2c3c(cc(C)cc13)CCC2	-1	-4	2	-5	31*	-3	-1	-2	-1	-1
COc1ccc(/C=N/Nc2nnc(-c3ccccc3)c(=O)[nH]2)cc1	-3	-3	3	-4	3	11	3	11	4	-6
Cn1c(Nc2ccc(Cl)cc2)cc(=O)n(C)c1=O	-10	7	0	2	-5	-2	1	3	-4	3
O=C(CNc1ccccc1N1CCCC1=O)Nc1cc(C(F)(F)F)ccc1-n1cncn1	-2	5	-3	-3	-8	-3	-5	-3	0	-1
O=C(CSc1nnc(-c2c[nH]c3ccccc23)o1)N1CCCCC1	-2	-18	-4	1	-3	3	3	1	1	8
CC1C(c2ccccc2)OCCN1C(=S)Nc1ccc(S(=O)(=O)N2CCCCC2)cc1 (stereo not given)	0	-9	4	3	0	-2	-1	6	-1	1
COc1ccccc1N1CCN(Cc2cc(=O)c(OCC#N)co2)CC1	2	4	-4	2	0	3	4	-1	0	3
O=C(CSCc1ccccc1Br)NC1CC1	6	10	-3	-2	-11	1	4	0	2	-7
CC(Oc1ccccc1)C(=O)NC1CC(C)(C)NC(C)(C)C1 (stereo not given)	3	6	2	3	6	3	-1	0	-2	7
CC(C)CC(N)c1csc(Nc2ccc(C(=O)N(C)Cc3ccccc3)cn2)n1 (stereo not given)	1	.	0	4	1	8	3	6	0	-2
O=C(c1cc(-c2ccncc2)nc2ccccc12)N1CCN(Cc2ccccc2)CC1	-1	-3	-2	-8	-6	-29	2	1	-1	4
Cc1ccc(CN(C)C(=O)COc2ccc(S(=O)(=O)N3CCCC3)cc2[N+](=O)[O-])c(C)c1	1	-3	4	-3	5	-9	1	1	-2	3
CCCNC(=O)CSc1nc2[nH]ncc2c(=O)[nH]1	-4	0	-2	-3	-2	1	2	1	-2	0
COc1ccc(N2CC(C(=O)N[C@@H](C)C(=O)NC(C)c3ccccc3)CC2=O)cc1 (stereo not given in full)	-4	-6	-12	2	-6	3	-1	-1	1	-1
Cc1cc(NC(=O)c2ccccc2O)nc(C)n1	-6	2	0	-1	4	-1	2	1	0	5
COc1ccc(CC2(CO)CCN(Cc3c(C)nn(C(C)C)c3C)CC2)cc1	3	1	1	3	-5	6	-1	-5	-1	1
CCCC/C=C/[C@H](c1ccccc1)[C@H](CO)Cc1cccnc1	2	-14	-2	-9	-1	-8	-3	-8	4	5
O=C(O)c1c[nH]n2c(=S)ncnc12	6	2	-2	5	4	5	2	0	3	4
O=C1CC(N2CCN(c3nc4ccccc4s3)CC2)C(=O)N1Cc1cccs1 (stereo not given)	-3	-5	1	0	-8	2	2	-6	7	4
O=C(Nc1ccc(Cl)cc1)N1CCN(Cc2ccc3c(c2)OCO3)CC1	2	-5	-4	-1	0	-2	2	-7	-1	6
Cc1nn(-c2ccc(C(=O)O)cc2)c(N)c1-c1ccccc1	1	3	3	1	6	2	-1	-3	0	2
Cc1cccc(OCCCC(=O)Nc2ccc(Cl)c(S(=O)(=O)N3CCOCC3)c2)c1	-6	-30	-5	0	-13	0	-1	4	-1	4
NC(=O)NC(CC(=O)Nc1cccnc1)c1cccc(Br)c1 (stereo not given)	1	4	2	3	-2	-2	1	1	0	7
CCOC(=O)c1c(NC(=O)c2ccc(Br)o2)sc2c1CCCC2	1	-6	1	-7	0	-3	-1	5	1	4
CCC1CCCCN1C(=O)c1nn2cccnc2c1Cl (stereo not given)	0	3	3	0	3	3	0	2	-2	1
O=C(Nc1ccc(Oc2cccc(C(F)(F)F)c2)nc1)c1ccccc1	1	-15	-1	-3	-4	0	0	-5	0	1
Cc1nc2ccc(Br)cn2c1C(=O)N/N=C\c1ccccc1[N+](=O)[O-]	-1	.	-4	-1	9	5	4	-1	0	0
O=C(NCCc1c[nH]c2ccccc12)C(=O)Nc1ccccc1	-4	-5	2	-3	-6	2	-5	0	-1	5
C[C@H](c1ccccc1)N1C[C@H](COCc2ccccc2)Oc2cc(N3CCC[C@@H]3CO)ccc2S1(=O)=O	0	.	-12	3	-24	-1	4	11	1	0
CCOc1ccc(NC(=O)CC2C(=O)N(c3cccc(OC)c3)C(=O)N2C(C)C)cc1 (stereo not given)	2	-16	-7	3	-6	-1	-3	-1	-2	9
O=C(CCc1nnc(COc2ccccc2)o1)NCc1ccccc1	0	0	7	5	7	1	0	-2	4	0
CCN(Cc1cn(Cc2ccc(C)cc2)nn1)S(=O)(=O)c1ccccc1Br	-2	.	2	6	0	-2	0	-2	1	.
O=C(CN1C(=O)c2ccccc2C1=O)Nc1cccc([N+](=O)[O-])c1	-7	3	1	-3	1	0	-2	1	-2	3
O=C(O)CC1=C(Nc2ccccc2)C(=O)N(c2ccccc2)C1c1ccc(F)cc1 (stereo not given)	0	-10	6	-4	8	4	1	23	-7	7
CCC1Oc2ccc(C)cc2N(Cc2cccc(C)c2)C1=O (stereo not given)	-5	-10	-1	-19	0	-25	0	-8	0	5
CC1(O)CC(C)(C)C(C#N)C(=O)N1 (stereo not given)	-4	3	-3	-1	2	2	-3	1	1	6
C=CCc1cc(C=O)cc(OCC)c1O	0	-7	-7	5	-1	5	0	-1	-1	5
CN(C)c1ccc(NC(=S)OC2CCC23CCC(c2ccccc2)CC3)cc1 (stereo not given)	-4	.	-2	0	0	-7	0	5	-1	.

As a short view, part of the list above:
SMILES	MBD2 inh	HTRA1 inhibitor	SIAE inh	NPR2 activator	ABHD4 inh	NPR1 activator	PRMT1 FP inh	rCAG RNA binder	UHRF1 MBD2 ctr	TCR CD3 inh
O=C1CC(N2CCN(c3nc4ccccc4s3)CC2)C(=O)N1Cc1cccs1 (stereo not given)	-3	-5	1	0	-8	2	2	-6	7	4
O=C(Nc1ccc(Cl)cc1)N1CCN(Cc2ccc3c(c2)OCO3)CC1	2	-5	-4	-1	0	-2	2	-7	-1	6
Cc1nn(-c2ccc(C(=O)O)cc2)c(N)c1-c1ccccc1	1	3	3	1	6	2	-1	-3	0	2
Cc1cccc(OCCCC(=O)Nc2ccc(Cl)c(S(=O)(=O)N3CCOCC3)c2)c1	-6	-30	-5	0	-13	0	-1	4	-1	4
NC(=O)NC(CC(=O)Nc1cccnc1)c1cccc(Br)c1 (stereo not given)	1	4	2	3	-2	-2	1	1	0	7
CCOC(=O)c1c(NC(=O)c2ccc(Br)o2)sc2c1CCCC2	1	-6	1	-7	0	-3	-1	5	1	4
CCC1CCCCN1C(=O)c1nn2cccnc2c1Cl (stereo not given)	0	3	3	0	3	3	0	2	-2	1
O=C(Nc1ccc(Oc2cccc(C(F)(F)F)c2)nc1)c1ccccc1	1	-15	-1	-3	-4	0	0	-5	0	1
Cc1nc2ccc(Br)cn2c1C(=O)N/N=C\c1ccccc1[N+](=O)[O-]	-1	.	-4	-1	9	5	4	-1	0	0
O=C(NCCc1c[nH]c2ccccc12)C(=O)Nc1ccccc1	-4	-5	2	-3	-6	2	-5	0	-1	5
C[C@H](c1ccccc1)N1C[C@H](COCc2ccccc2)Oc2cc(N3CCC[C@@H]3CO)ccc2S1(=O)=O	0	.	-12	3	-24	-1	4	11	1	0
CCOc1ccc(NC(=O)CC2C(=O)N(c3cccc(OC)c3)C(=O)N2C(C)C)cc1 (stereo not given)	2	-16	-7	3	-6	-1	-3	-1	-2	9
O=C(CCc1nnc(COc2ccccc2)o1)NCc1ccccc1	0	0	7	5	7	1	0	-2	4	0

Additional structures:
SMILES	MBD2 inh	HTRA1 inhibitor	SIAE inh	NPR2 activator	ABHD4 inh	NPR1 activator	PRMT1 FP inh	rCAG RNA binder	UHRF1 MBD2 ctr	TCR CD3 inh
CN(C)CCNC(=O)C(=O)NCC1OCCN1S(=O)(=O)c1ccc(F)cc1 (stereo not given)	0	5	-5	-2	7	3	-1	2	0	5
N#C/C(=C\c1cccnc1)C(=O)Nc1ccc(O)cc1F	4	23	11	-1	67*	-3	3	0	1	-19
Cc1cccc(N2C(=O)CC(Sc3nnc(C)s3)C2=O)c1 (stereo not given)	-2	-7	5	5	-1	-1	61*	8	1	0
COc1ccc2c(c1)c(C(=O)CN1CCc3ccccc3C1)c(C)n2C	2	-6	3	-9	3	-1	1	-5	1	2
C1=CCN(Cc2ccccc2)C1	10	0	-1	2	-8	2	3	0	11	9
O=C(Nc1cccc2nsnc12)c1ccc2c(c1)OCO2	1	-6	-2	1	4	2	0	5	-4	-6

Not all compounds are listed; the hit share may differ from the screen's.
